Mtb FBA inh: Mtb FBA enzyme inhibitors, primary screen, biochemical, fluorescence, strain H37Rv; Fructose-bisphosphate aldolase (Mycobacterium tuberculosis (strain ATCC 25618 / H37Rv)), …; purified M. tuberculosis FBA, fluorescence read-out; inhibition, % at 1 µM; 2.3% of 360,000 active; in the data active = inhibition above about 27%;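 also: 0% = vehicle and 100% = reference inhibitor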
Target sequence (P9WQA3 whole entry, looked up): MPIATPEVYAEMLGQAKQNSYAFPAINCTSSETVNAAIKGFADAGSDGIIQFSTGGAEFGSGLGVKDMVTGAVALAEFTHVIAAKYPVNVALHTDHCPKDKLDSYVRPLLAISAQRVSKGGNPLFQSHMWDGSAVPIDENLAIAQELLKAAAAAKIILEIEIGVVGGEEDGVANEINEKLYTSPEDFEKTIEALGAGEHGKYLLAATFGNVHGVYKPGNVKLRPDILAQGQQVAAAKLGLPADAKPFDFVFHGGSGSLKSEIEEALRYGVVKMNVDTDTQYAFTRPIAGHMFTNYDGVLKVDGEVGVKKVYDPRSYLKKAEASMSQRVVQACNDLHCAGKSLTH
MazF activator: activators of E. coli MazEF toxin-antitoxin RNase, primary screen, biochemical, fluorescence, uHTS | AID 504720, 2011 | FAM/BHQ RNA-DNA oligo cleavage fluorescence, 5 h | Endoribonuclease toxin MazF (Escherichia coli (strain K12)), P0AE70 | 0.32% of 350,000 active | activation, % at 20 µM; in the data active = activation above about 50%
Target sequence (P0AE70 whole entry, looked up): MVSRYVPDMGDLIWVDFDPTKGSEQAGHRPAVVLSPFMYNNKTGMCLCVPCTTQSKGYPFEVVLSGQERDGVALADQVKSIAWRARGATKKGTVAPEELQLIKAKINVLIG
GDH-TPI inh: GDH-TPI coupling enzyme inhibitors, primary screen, artefact control for M. tuberculosis FBA inhibitor project, biochemical, absorbance, full deck. 1.2% of 360,000 active. inhibition, % at 4.8 µM. GDH-TPI coupled enzyme counterscreen, NADH absorbance; in the data active = inhibition above about 30%;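 also: 0% = DMSO wells and 100% = wells lacking the enzyme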
Mtb UGM inh: M. tuberculosis UGM enzyme inhibitors, primary screen, biochemical, fluorescence polarization, single point; inhibition, % at 10 µM; UDP-galactopyranose mutase (Mycobacterium tuberculosis (strain ATCC 25618 / H37Rv)), …; 0.06% of 320,000 active; purified UGM, fluorescence polarization probe displacement; in the data active = inhibition above about 10%, passing the limit was not always enough; inconclusive = no clear call, values can overlap the other calls
FadD28 binding: inhibitors of FadD28 bisubstrate probe binding, primary screen, biochemical, fluorescence polarization, single point. 0.22% of 360,000 active. Mycobacterium tuberculosis FadD28 fatty-acid-AMP ligase. inhibition, % at 12.5 µM; in the data active = inhibition above about 8.5%, passing the limit was not always enough; inconclusive = no clear call, values can overlap the other calls
BoNT F protease: BoNT/F light chain protease inhibitors, primary screen, biochemical, flow cytometry, MLPCN library | Multiplex microsphere protease cleavage assay | inhibition, % at 10 µM | 0.22% of 360,000 active | AID 588497, 2011; in the data active = inhibition above about 35%, passing the limit was not always enough; inconclusive = no clear call, values can overlap the other calls; also: plate controls were buffer without enzyme for full effect and enzyme alone for no effect
Rv3671c protease: Rv3671c serine protease inhibitors, primary screen, biochemical, fluorescence polarization, M. tuberculosis H37Rv; AID 2606, 2010; inhibition, % at 5.96 µM; 0.048% of 320,000 active; P9WHR9; in the data active = inhibition above about 38%;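 also: extracellular domain of Rv3671c used as enzyme; 0% = enzyme with DMSO and 100% = no enzyme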
Target sequence (P9WHR9 whole entry, looked up, the tested form may be a part): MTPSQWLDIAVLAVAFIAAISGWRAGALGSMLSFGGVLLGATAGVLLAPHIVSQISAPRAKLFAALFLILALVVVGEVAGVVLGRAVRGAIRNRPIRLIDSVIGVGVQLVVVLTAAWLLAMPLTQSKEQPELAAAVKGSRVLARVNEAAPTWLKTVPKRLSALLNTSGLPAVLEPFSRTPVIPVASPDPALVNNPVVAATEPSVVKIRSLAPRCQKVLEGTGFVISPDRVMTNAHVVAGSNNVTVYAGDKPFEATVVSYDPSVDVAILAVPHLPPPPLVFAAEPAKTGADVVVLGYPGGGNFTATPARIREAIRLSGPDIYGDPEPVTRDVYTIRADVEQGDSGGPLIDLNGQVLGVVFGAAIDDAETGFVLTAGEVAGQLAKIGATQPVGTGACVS
BioA inh: M. tuberculosis BioA enzyme inhibitors, primary screen, biochemical, plate reader, single point, HTS | purified M. tuberculosis BioA enzyme | 7,8-diaminopelargonic acid synthase BioA (Mycobacterium tuberculosis) | 0.096% of 360,000 active | inhibition, % at 9.99 µM | AID 602481, 2012; in the data active = inhibition above about 40%; inconclusive = no clear call, values can overlap the other calls
PrPC surface inh: inhibitors of human cell surface prion protein PrPC, primary screen, cell-based, TR-FRET; TR-FRET read-out; 0.43% of 370,000 active; inhibition, % at 13.8 µM; in the data active = inhibition above about 24%; also: 0% = median of the test wells and 100% = reference compound wells
The depositor's hits bear a star; u = inconclusive; x = not tested or not shown; & = joins results of further samples. Rows were taken by chance; about 4.8% have a hit in one of these screens.

Every second line gives: Mtb FBA inh, MazF activator, GDH-TPI inh, Mtb UGM inh, FadD28 binding, BoNT F protease, Rv3671c protease, BioA inh, PrPC surface inh
> COc1ccccc1NC(=O)c1ccc2c(c1)N(CC#N)C(=O)C(C)(C)O2
  0, -15, -4, -1.8, -0.2, 6, -5, -3.4, 0
> O=C1CC(c2ccccc2)=NN1c1ccccc1
  9, -19, 9, x, -1.2, 2, x, 0.0, -6
> O=C(O)CCn1cc(C=C2C(=O)NC(=S)NC2=O)c(-c2cc3ccccc3oc2=O)n1
  12, -33, 9, x, -2.1, -3, x, x, -4
> OCCN1CCN(c2cc(-c3ccccc3)c3ccccc3n2)CC1
  4, -4, 7, 0.7, -2.5, 3, 10, x, -5
> COc1cc2ccnc(Cc3cccc(OC)c3OC)c2cc1OC
  3, -2, 7, -0.2, -1.5, -1, 2, x, 18
> O=C(CN1CCCCC1)NC1CCc2cc3c(cc21)CCC3 (stereo unspecified)
  0, 8, 3, 2.6, -1.2, -15, -5, -0.2, -7
> CN(Cc1ccco1)C(=O)Cn1cc(S(=O)(=O)N2CCCC2)c(S(=O)(=O)N2CCCC2)c1
  1, 2, 4, -1.7, -0.4, 7, -2, -1.1, -5
> CC[C@]12c3[nH]c4ccc(OC)cc4c3CCN1C(=O)C(CC(=O)NCC13CC4CC(CC(C4)C1)C3)C[C@@H]2C(=O)N1CCN(C(=O)C2CC2)CC1 (stereo partly specified)
  -1, 3, 6, x, -3.6, -1, x, 0.8, 4
> N/C(=N\OC(=O)CCc1ccccc1)c1cccc(Br)c1
  -1, -7, 4, 1.1, -3.1, -4, -9, 2.8, -6
> Cc1nn(-c2ccccc2)c(Cl)c1/C=N/N1CCN(c2ccccn2)CC1
  5, 4, 3, 1.7, -0.5, 0, -2, 0.5, 4
> N#CC1=C(N)N(c2ccccc2)C(c2ccco2)C1(C#N)C#N (stereo unspecified)
  25, 4, 12, 0.6, 15*, 1, 6, 1.9, 2
> CC1CCc2c(sc(NC(=O)C3CCCO3)c2C#N)C1 (stereo unspecified)
  1, -8, 5, -0.6, -1.2, -7, 1, x, 10
> O=C(COc1cccc2ccccc12)NCc1cccnc1
  -1, 0, 0, 0.3, -2.2, 1, 3, x, -1
> COc1cc2sc3ccc(C#CC4(O)CCCCC4)cc3c(=O)c2cc1OC
  23, 8, 7, 0.8, -3.5, 4, -63, -1.1, 5
> C[C@@H]1CN([C@H](C)CO)C(=O)CCCn2nncc2CO[C@@H]1CN(C)C(=O)Oc1ccc2ccccc2c1
  -2, 3, 6, x, -3.7, 0, x, 1.4&1.2, -2
> Cc1cc(C=C(C#N)C#N)ccc1N1CCCC1
  -27, -409, 6, -3.8, -0.5, 14, -9, -1.7, -2
> CC1(C(=O)NS(=O)(=O)c2ccc(Cl)cc2)CCN1C(=O)c1ccccc1 (stereo unspecified)
  -2, x, 10, x, -0.2, -1, x, -0.5, 2
> COc1cc(CNC(=O)OCC(C)C)cc(OC)c1OC
  -2, -13, -4, 2.9, 2.5, -2, 2, 0.3, -5
> COc1ccc2nc(NC(=O)c3cccnc3SC)sc2c1
  0, 5, 23, 0.2, -2.8, -10, -2, 1.0, 1
> COc1cc(-c2nnc(SCC(=O)Nc3ccc(C(=O)O)cc3)o2)cc(OC)c1OC
  -1, 4, 5, -0.2, -1.8, -7, -2, -1.3, 4
> CC1=NN(c2ccc(C(=O)O)cc2)C(=O)CC1
  -1, -27, 5, -4.5, 0.0, 4, 6, -2.1, 2
> Cc1cc(Nc2ccccc2)n(-c2ccc(C(=O)O)cc2)n1
  0, -10, -2, -0.2, -3.8, -4, 2, x, 3
> COc1ccc(C2CC(c3ccc(OC)cc3)n3nc(NC(=O)c4cccs4)nc3N2)cc1 (stereo unspecified)
  1, 0, 7, 0.4, -3.6, -17, -7, 1.7, -3
> CC1(C)Cc2ccccc2C2=C(C(=O)N3CCCCCC3)C(=O)C(=O)N21
  0, 3, 12, 0.3, 0.0, -5, 2, x, -9
> COc1cc(C(O)c2nc(/C=C/c3ccccc3)cs2)ccc1F (stereo unspecified)
  -3, x, -2, x, -5.6, 0, x, -0.6, 5
> O=C(CN1C(=O)C2CC=CCC2C1=O)Nc1ccc(Br)cc1 (stereo unspecified)
  -1, 6, 3, -1.9, -4.8, 0, -9, 0.7, 5
> c1ccc(-n2ncc3c(NCc4ccco4)ncnc32)cc1
  2, 4, -4, 0.0, -2.6, -2, -13, -2.3, 1
> COC(=O)C1=C(c2ccc(OCc3ccccc3)cc2)C[C@@H]2CC[C@H]1N2C(=O)NCc1ccccc1C(F)(F)F
  -1, 0, 14, x, -0.4, -6, x, 0.1, 9
> Cc1cccc2c(=O)cc(C)n(CC(=O)N3CCOCC3)c12
  2, 6, -10, 0.9, -3.6, -3, -3, 0.8, -7
> NC(=O)c1nn(-c2ccccc2)c(=O)cc1O
  0, -1, 8, 1.0, -0.5, 0, 13, -2.4, -1
> COc1ccc(OC)c(NC(=O)CC2SC(=Nc3ccc(F)cc3)N(CCC3=CCCCC3)C2=O)c1 (stereo unspecified)
  -6, -1, -4, 3.7, -3.5, -10, -8, x, 11
> O=C(CCCCCNC(=S)Nc1ccccc1)C[N+](=O)[O-]
  4, 2, 11, -0.7, -2.1, -2, -3, x, 6
> C=C(C)[C@@H]1CC=C(CN2CCN(Cc3ccccc3)CC2)CC1
  1, 2, 0, -2.1, -2.3, -18, -1, x, 4
> CC1CCCN(C(=O)C2CCN(CCCc3ccccc3)CC2)C1 (stereo unspecified)
  x, 0, x, -2.5, x, x, 1, x, -2
> COC(=O)[C@H](Cc1ccccc1)NC(=O)Cn1cnc(C(=O)Nc2ccc(C)c(C)c2)n1
  -2, 2, -5, x, -3.3, 1, x, 0.5, -7
> CC1CCCCC1NS(=O)(=O)CCNC(=O)c1ccc2c(c1)OCO2 (stereo unspecified)
  3, 2, -8, 1.5, -3.0, -1, -2, 0.3, -2
> O=C(Nc1nc(-c2ccncc2)cs1)c1ccco1
  1, 0, 12, 1.9, -2.8, -31, -9, -0.7, -10
> O=C(CSc1ccc2nnc(CCNC(=O)c3ccc(F)cc3)n2n1)NCC1CCCO1 (stereo unspecified)
  3, -3, 12, -1.5, -5.1, -8, -4, -1.0, -3
> Nc1ccc(Cl)c(NC(=O)c2cccs2)c1
  0, 9, -1, 0.8, -1.5, -6, 3, -2.0, 2
> CCN(CC(=O)Nc1ccc(NC(C)=O)cc1)C(=O)c1ccc2c(c1)OCO2
  -1, 3, -5, -0.5, -1.5, 3, -5, 0.3, -3
> Brc1ccc(-c2nc(-c3cccnc3)no2)o1
  1, 7, 0, 0.3, -3.6, -14, -4, 0.3, 2
> COc1ccc(C(=O)N/C(=C\c2ccc3c(c2)OCO3)C(=O)N2CCOCC2)cc1
  2, 5, 10, 3.5, -0.9, -25, 0, x, 0
> CC(C)(C)Nc1nc(Cl)nc(NC2CCCCC2)n1
  3, 4, -5, 1.4, -0.9, -8, -4, -0.9, 7
> COc1cc(OC)nc(/N=C/NO)n1
  2, -6, 1, 0.9, -1.1, x, 1, -1.0, 7
> COc1cccc(CNc2cnc3ccccc3c2)c1O
  23, 1, 1, -0.1, -3.4, -6, 2, -0.1, 3
> CCOc1ccc(NS(=O)(=O)c2ccc(C(=O)NNC(=O)c3ccccc3O)cc2)cc1
  4, 9, 8, 4.1, -3.0, 10, 10, x, 4
> O=C(CSc1nnnn1-c1ccccc1)NC(=O)NCc1ccco1
  0, -3, 15, -3.0, -1.1, -12, 3, -2.4, 6
> CCOC(=O)c1c(NC(=O)CC2SC(N)=NC2=O)sc2c1CCCC2 (stereo unspecified)
  -1, -19, 18, 0.8, -4.0, -5, -9, 0.8, 4
> CN1CCN(c2ccc(NC(=O)c3ccccc3Br)cc2)CC1
  2, 4, 2, -0.8, -2.0, -10, 3, 0.4, 6
> COc1ccc(CCNC(=O)CSc2n[nH]c(N)n2)cc1
  0, 9, -7, -3.4, -0.2, 10, -3, -0.9, 6
> O=C1COc2ccc(C(=O)CSc3nnc(Cc4cccs4)n3-c3ccccc3)cc2N1
  0, 4, 7, 0.8, -2.2, -13, -13, 0.2, -1
> CCCc1nc2ccc(Br)cc2c(=O)n1-c1ccc([N+](=O)[O-])c(C(F)(F)F)c1
  2, 1, 8, 0.2, -1.0, -9, -18, 0.1, 0
> CC(C)C[C@H]1CN=C(Nc2ccccc2)N1CCc1ccc(F)cc1
  3, 15, 4, -0.6, -2.3, 8, -6, 0.4, 14
> CC(C)(C)c1ccccc1OCCCCCn1ccnc1
  2, -4, 5, -3.6, -3.6, -1, 12, x, 7
> CCCCN1C(=O)c2ccc(C(=O)NC3=NCCS3)cc2C1=O
  -1, 13, -3, 4.0, 0.2, -7, -2, 1.1, 1
> CC1(C)c2[nH]c3ccccc3c2C[C@@H]2C(=O)N(Cc3ccccc3)C(=O)N21
  2, -2, 7, 0.1, 0.2, -8, -8, -0.6, -4
> O=C1c2cccnc2-c2ncccc21
  2, 8, 5, 3.9, -1.6, 2, -9, 0.9, -6
> COc1ccc(/C=N/NC(=O)c2sccc2C)c2ccccc12
  6, 3, 10, 4.7, -0.8, -2, 5, x, 6
> Nc1nc(-c2ccc(Cl)cc2)cc(C(F)(F)F)n1
  3, -4, -5, 0.3, -4.1, -4, -5, 0.5, 4
> COc1ccc(C)cc1S(=O)(=O)N1CCCC(N2CCOCC2)C1 (stereo unspecified)
  0, 6, 6, 4.3, -0.7, u, x, 0.5, 8
> COc1ccc(C(=O)Nc2cc(S(=O)(=O)N3CCCCC3)ccc2OC)cc1
  5, 4, -2, 3.0, -0.8, -7, -11, 0.3, -2
> O=C(N=NC(=O)c1ccc2c(O)n(C3CCCCC3)c(O)c2c1)c1cccnc1
  -1, -8, -6, -4.8, -2.8, -4, -10, -0.8, 0

Entries of single compounds from above. Order of screens: Mtb FBA inh | MazF activator | GDH-TPI inh | Mtb UGM inh | FadD28 binding | BoNT F protease | Rv3671c protease | BioA inh | PrPC surface inh
Record of COc1ccc(C(=O)N/C(=C\c2ccc3c(c2)OCO3)C(=O)N2CCOCC2)cc1 : 2 | 5 | 10 | 3.5 | -0.9 | -25 | 0 | x | 0
Record of O=C(Nc1nc(-c2ccncc2)cs1)c1ccco1 : 1 | 0 | 12 | 1.9 | -2.8 | -31 | -9 | -0.7 | -10

Structural class, those above containing fluorine (seven)
Every second line gives: Mtb FBA inh, MazF activator, GDH-TPI inh, Mtb UGM inh, FadD28 binding, BoNT F protease, Rv3671c protease, BioA inh, PrPC surface inh
> COc1cc(C(O)c2nc(/C=C/c3ccccc3)cs2)ccc1F (stereo unspecified)
  -3, x, -2, x, -5.6, 0, x, -0.6, 5
> COC(=O)C1=C(c2ccc(OCc3ccccc3)cc2)C[C@@H]2CC[C@H]1N2C(=O)NCc1ccccc1C(F)(F)F
  -1, 0, 14, x, -0.4, -6, x, 0.1, 9
> COc1ccc(OC)c(NC(=O)CC2SC(=Nc3ccc(F)cc3)N(CCC3=CCCCC3)C2=O)c1 (stereo unspecified)
  -6, -1, -4, 3.7, -3.5, -10, -8, x, 11
> O=C(CSc1ccc2nnc(CCNC(=O)c3ccc(F)cc3)n2n1)NCC1CCCO1 (stereo unspecified)
  3, -3, 12, -1.5, -5.1, -8, -4, -1.0, -3
> CCCc1nc2ccc(Br)cc2c(=O)n1-c1ccc([N+](=O)[O-])c(C(F)(F)F)c1
  2, 1, 8, 0.2, -1.0, -9, -18, 0.1, 0
> CC(C)C[C@H]1CN=C(Nc2ccccc2)N1CCc1ccc(F)cc1
  3, 15, 4, -0.6, -2.3, 8, -6, 0.4, 14
> Nc1nc(-c2ccc(Cl)cc2)cc(C(F)(F)F)n1
  3, -4, -5, 0.3, -4.1, -4, -5, 0.5, 4

Assay outcomes deposited in PubChem BioAssay by several laboratories.
